CHT inh: inhibitors of human choline transporter CHT; AID 488975; actives 0.86% (n = 310,000); Q9GZV3; CHT-expressing cells, membrane potential dye, choline response; hits give low values; B-score at 10 µM;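 active = B-score over 3 SD under the library average, and starting fluorescence ratio not unusually high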;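 also: choline stimulus applied at its EC90 after an EC20 pre-addition; B-score computed on integrated fluorescence ratio after choline addition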
Target sequence (Q9GZV3 whole entry, looked up): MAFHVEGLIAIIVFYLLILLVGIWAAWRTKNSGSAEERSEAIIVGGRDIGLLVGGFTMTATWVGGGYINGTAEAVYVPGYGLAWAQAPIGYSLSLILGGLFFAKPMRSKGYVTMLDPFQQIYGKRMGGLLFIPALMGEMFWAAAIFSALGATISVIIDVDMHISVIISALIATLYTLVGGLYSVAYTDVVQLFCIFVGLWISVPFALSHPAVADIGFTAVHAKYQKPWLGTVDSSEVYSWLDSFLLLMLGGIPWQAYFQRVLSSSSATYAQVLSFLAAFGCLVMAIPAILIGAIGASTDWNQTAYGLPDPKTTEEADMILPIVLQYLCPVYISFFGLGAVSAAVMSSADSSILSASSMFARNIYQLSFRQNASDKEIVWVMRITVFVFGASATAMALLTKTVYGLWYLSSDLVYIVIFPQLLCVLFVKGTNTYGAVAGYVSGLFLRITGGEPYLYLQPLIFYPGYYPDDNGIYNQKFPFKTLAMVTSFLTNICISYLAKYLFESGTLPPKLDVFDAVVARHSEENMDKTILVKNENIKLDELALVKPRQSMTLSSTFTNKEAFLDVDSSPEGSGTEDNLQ
CHT PAM: allosterically activates the human high affinity choline transporter; AID 488977; actives 0.49% (n = 310,000); B-score at 10 µM; CHT-expressing cells, membrane potential dye, choline EC20; hits give high values; LV-AA mutant CHT in HEK293 cells;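 active = initial fluorescence not abnormally high and integrated response B-score, plate-corrected, over 3 SD above library mean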
Calls only; i = inactive. Hits appear at their usual frequency; overall some 1.4% were active at least once.

no. | compound | CHT inh | CHT PAM
1 | Cc1sc(NC(=O)CS(=O)(=O)c2ccccc2)c(C(N)=O)c1C | i | i
2 | CCOCCCn1c(=N)c(C(N)=S)cc2c(=O)n3cccc(C)c3nc21 | i | i
3 | COc1ccccc1N1CCN(C(c2cccs2)C(C)NC(=O)c2cccs2)CC1 (configuration not stated) | i | i
4 | CC1CCCC(CC(=O)O)(CC(=O)O)C1 (configuration not stated) | i | i
5 | COc1ccccc1CNC(=O)c1nn(C)c2c1CS(=O)(=O)c1ccccc1-2 | i | i
6 | Cc1cc(C2=CC(C)(c3cc(C)oc3C)Nc3nc(C(F)(F)F)nn32)c(C)o1 (configuration not stated) | i | i
7 | O=C1NC(Cc2c[nH]c3ccccc23)C(=O)N1Cc1cccc2ccccc12 (configuration not stated) | i | i
8 | CC(=O)Nc1ccc(/C=N/Nc2nncc3ccccc23)cc1 | i | i
9 | CC(C)c1cc(NCCOCCO)n2c(nc3ccccc32)c1C#N | i | i
10 | NC(=S)Cc1ccc(Cl)cc1Cl | i | i
11 | Nc1cccnc1Sc1ccc(Cl)cc1 | i | i
12 | COc1ccc(N2CCN(C(=O)c3ccc(S(=O)(=O)N4CCCC4)cc3)CC2)cc1 | i | i
13 | O=C(CCn1cccn1)Nc1ccc(-c2ccno2)cc1 | i | i
14 | COc1cc(NC(=O)C2=C(C)OCCS2)c(Cl)cc1C(=O)NCCN(C)C | i | i
15 | Cc1cc(Nc2ncc(Cl)cc2Cl)n[nH]1 | i | i
16 | O=C(NCc1ccccc1F)C1CCN(C(=O)NCc2ccccc2)CC1 | i | i
17 | CC(=O)Oc1oc(-c2ccccc2)nc1C=Nc1ccccc1 | i | i
18 | Cc1ccccc1OCC(O)Cn1c(N2CCN(c3ccccc3)CC2)nc2c1c(=O)[nH]c(=O)n2C (configuration not stated) | i | i
19 | CC12CN3CC(C)(CN(C1)C3c1c[nH]c3ccccc13)C2=O (configuration not stated) | i | i
20 | CCN1C(=O)CC(N2CCN(c3ccc(C(=O)c4ccccc4)cc3)CC2)C1=O (configuration not stated) | i | i
21 | Cc1ccc(SC(C)C(=O)Nc2ncn[nH]2)cc1 (configuration not stated) | i | i
22 | COc1cccc(C2c3c(oc4cc(C)c(C)cc4c3=O)C(=O)N2CCCN(C)C)c1 (configuration not stated) | i | i
23 | O=C(O)c1ccccc1C(=O)N1CCN(c2cccc(Cl)c2)CC1 | i | i
24 | CC(C)N1C(=O)CSC1c1ccc(Br)cc1 (configuration not stated) | i | i
25 | COc1ccc(-c2cc(C(=O)NC(Cc3c[nH]c4ccccc34)C(=O)O)c(C)o2)cc1OC (configuration not stated) | i | i
26 | Cc1noc(C)c1COC(=O)c1cc(C)n(-c2ccccc2)c1C | i | i
27 | O=[N+]([O-])c1ccc(N2CCN(S(=O)(=O)c3ccc(Cl)cc3)CC2)cc1NCc1cccnc1 | i | i
28 | CCOc1ccc(S(=O)(=O)N(C)c2ccc(OCC(=O)Nc3nc(-c4cc(OC)ccc4OC)cs3)cc2)cc1 | i | i
29 | Cc1cc(C)cc(NC(=O)C2C3C=CC4(O3)C2C(=O)N(CCCN(C)C)C4C(=O)NC2CCCC(C)C2C)c1 (configuration not stated) | i | i
30 | Nc1ncnc2c1cnn2-c1ccccc1 | i | i
31 | O=C(Nc1cccc(F)c1)C1CC(=O)N(c2ccc(Br)cc2)C1 (configuration not stated) | i | i
32 | Cc1cc(=O)cc(C)n1-c1ccc(Cl)cc1 | i | i
33 | O=C(N/N=C/c1ccc([N+](=O)[O-])o1)c1cn(-c2ccccc2)nc1-c1ccc(F)cc1 | i | i
34 | CC(C)N1C(=O)CCC1C(=O)NCCc1ccccc1 (configuration not stated) | i | i
35 | O=C(Oc1ccccc1)c1ccc(-n2cnnn2)cc1 | i | i
36 | Cc1ccc(OCCC(=O)N(CCC(C)C)c2c(N)n(Cc3ccccc3)c(=O)[nH]c2=O)cc1 | i | i
37 | COc1cc2[nH]c3c(=O)n(CCN4CCOCC4)cnc3c2cc1OC | i | i
38 | CCCCCCCCC(=O)N1CCN(c2cc3c(cc2F)c(=O)c(C(=O)O)cn3CC)CC1 | i | i
39 | O=[N+]([O-])c1ccc(COc2ncnc3ccccc23)cc1 | i | i
40 | COc1cccc(C(=O)N(C)C(C)c2nc3ccccc3s2)c1 (configuration not stated) | i | i

Reformatted in transposed form: part of the list above
[20] CCN1C(=O)CC(N2CCN(c3ccc(C(=O)c4ccccc4)cc3)CC2)C1=O (configuration not stated)
[21] Cc1ccc(SC(C)C(=O)Nc2ncn[nH]2)cc1 (configuration not stated)
[22] COc1cccc(C2c3c(oc4cc(C)c(C)cc4c3=O)C(=O)N2CCCN(C)C)c1 (configuration not stated)
[23] O=C(O)c1ccccc1C(=O)N1CCN(c2cccc(Cl)c2)CC1
[24] CC(C)N1C(=O)CSC1c1ccc(Br)cc1 (configuration not stated)
[25] COc1ccc(-c2cc(C(=O)NC(Cc3c[nH]c4ccccc34)C(=O)O)c(C)o2)cc1OC (configuration not stated)

| Compound | 20 | 21 | 22 | 23 | 24 | 25 |
| --- | --- | --- | --- | --- | --- | --- |
| CHT inh | i | i | i | i | i | i |
| CHT PAM | i | i | i | i | i | i |

(cont.)
no. | compound | CHT inh | CHT PAM
41 | O=C1CCc2cc(S(=O)(=O)Nc3ccc(C(F)(F)F)cc3)cc3c2N1CC3 | i | i
42 | NC(=O)c1ccccc1OCC(=O)NS(=O)(=O)c1ccccc1 | i | i
43 | O=C(CSc1n[nH]c(-c2ccco2)n1)Nc1ccccc1 | i | i
44 | O=C(COc1ccc(Br)cc1CO)Nc1ccccc1 | i | i
45 | CCN1CCN(c2ccc(S(=O)(=O)N3CCOCC3)cc2NC(=O)c2ccc(F)cc2Cl)CC1 | i | i
46 | CC(C)c1ccccc1NC(=O)COc1ccc(C(=O)NCCc2ccccc2)cc1 | i | i
47 | CCOC(=O)C1CCCN(C(=O)c2cccc(S(=O)(=O)N3CCOCC3)c2)C1 (configuration not stated) | i | i
48 | O=C(NCCCSc1ccccc1)c1cc(Cl)ccc1O | i | i
49 | O=C(c1cccc2ccccc12)C1CCCN(C(=O)CCc2cnccn2)C1 (configuration not stated) | i | i
50 | Cn1cc(NC(=O)Nc2ccc(C(F)(F)F)cc2)c(C(F)(F)F)n1 | i | i
51 | COc1ccc(S(=O)(=O)Nc2nnc(C(C)C)s2)cc1 | i | i
52 | NC(=O)/C=C\c1cn(-c2ccccc2)nc1-c1ccc2c(c1)OCCO2 | i | i
53 | O=C(CSc1nnc(-c2ccncc2)n1Cc1ccco1)N1c2ccccc2Sc2ccc(Cl)cc21 | i | i
54 | N#Cc1c(C(F)(F)F)cc(-c2ccco2)nc1SCc1ccncc1 | i | i
55 | CN(C)c1nc(N(C)C)nc(N(C)C)n1 | i | i
56 | C#CCOCCOCCOCCNc1nc(N2CCOCC2)nc(N2CCN(C(=O)[C@H](CCCCN)n3cc([C@@H](N)CO)nn3)CC2)n1 | i | i
57 | COc1c(Cl)cc(C(=O)Nc2ccc(Cl)cn2)cc1Cl | i | i
58 | CC(C)c1ccc(/C=N/NC(=O)c2nnn(-c3nonc3N)c2CSC2=NCCS2)cc1 | i | i
59 | O=C(c1cccc(C(F)(F)F)c1)C1CCCN(C(=O)CCn2cnnn2)C1 (configuration not stated) | i | i
60 | C/C(O)=C\c1nc2ccccc2oc1=O | i | i
61 | O=C(CN1C(=O)C2C3c4ccccc4C(c4ccccc43)C2C1=O)Nc1ccccc1C(=O)O (configuration not stated) | i | i
62 | O=C(NCCCn1ccnc1)C1CC2CCC1C2 (configuration not stated) | i | i
63 | O=C(c1ccc(CS(=O)Cc2ccc(Cl)cc2)o1)N1CCN(c2ccccn2)CC1 (configuration not stated) | i | i
64 | Cc1ccc(S(=O)(=O)N/N=C\c2cccnc2)cc1 | i | i
65 | O=C(CSc1nccn1Cc1ccco1)Nc1ccccc1 | i | i
66 | Cc1ccc(NC(=O)CNc2ccc(Cl)cc2F)cc1 | i | i
67 | CCCc1nnc(NC(=O)CCC(=O)N2CCN(CCn3c(C)ccc3C)CC2)s1 | i | i
68 | CC1CCC(NC(=O)C2c3ccccc3C(=O)N2Cc2cccs2)CC1 (configuration not stated) | i | i
69 | CCOc1cc(N2CCOCC2)c(OCC)cc1NC(=O)CSc1n[nH]c(N)n1 | i | i
70 | CCc1ccc(S(=O)(=O)NCCOc2cccc3cccnc23)cc1 | i | i
71 | Cc1ccc2cc(CCNC(=O)C3CCCCC3)c(=O)[nH]c2c1C | i | i
72 | Cc1nnn(C23C[C@@H]4C[C@@H](CC(C(=O)N5CCN(c6ccccc6)CC5)(C4)C2)C3)n1 | i | i
73 | CC(=O)c1ccc(NC(=O)c2onc(C)c2Cl)cc1 | i | i
74 | Cc1nn(C(C)C(=O)NCc2ccco2)c(=O)c2nn(-c3ccccc3)c(C)c12 (configuration not stated) | i | i
75 | CCOc1ccc(C(=O)NCC(=O)NCC(c2ccccc2OC)N2CCCC2)cc1 (configuration not stated) | i | i
76 | Cc1ccc(S(=O)(=O)NN=C2CCN(Cc3ccccc3)CC2)cc1 | i | i
77 | Cc1nc2sc(C(c3cccs3)N3CCN(c4ccccc4)CC3)c(O)n2n1 (configuration not stated) | i | i
78 | O=C(CN(c1cccc([N+](=O)[O-])c1)S(=O)(=O)c1ccccc1)N(Cc1ccccc1)Cc1ccccc1 | i | i
79 | Cc1cc(C)c2nc(N(CCN(C)C)C(=O)/C=C/c3cccs3)sc2c1 | i | i
80 | CS(=O)(=O)N1CCN(C(=O)c2cc(-c3ccccc3)nc3ccccc23)CC1 | i | i

Whole records as entered above. Order of values: CHT inh	CHT PAM
`COc1cc(NC(=O)C2=C(C)OCCS2)c(Cl)cc1C(=O)NCCN(C)C` across the screens: i	i
`CC(=O)c1ccc(NC(=O)c2onc(C)c2Cl)cc1` across the screens: i	i
`COc1ccc(N2CCN(C(=O)c3ccc(S(=O)(=O)N4CCCC4)cc3)CC2)cc1` across the screens: i	i

Next entries
no. | compound | CHT inh | CHT PAM
81 | CC1CCCCN1CC(=O)Nc1sccc1C#N (configuration not stated) | i | i
82 | COc1cccc(C(=O)Nc2cc(C)nn2-c2ccccc2)c1OC | i | i
83 | NC(=S)N/N=C/c1ccc(OC(=O)c2cccnc2)cc1 | i | i
84 | COC(=O)c1ccc(NC(=O)COc2coc(CN3CCc4ccccc43)cc2=O)cc1 | i | i
85 | Cc1ccc(C)c(NC(=O)CCC(=O)OC(C(=O)c2ccccc2)c2ccccc2)c1 (configuration not stated) | i | i
86 | Cc1ccc(OCC(=O)NCCCNC(=O)c2cnccn2)cc1C | i | i
87 | CCN(Cc1ccc(OC)c(F)c1)C(=O)C1CCCO1 (configuration not stated) | i | i
88 | Cc1c(C)n(CC(O)CNCCO)c2ccccc12 (configuration not stated) | i | i
89 | C=CCOc1cccc(C2NC(=O)c3ccccc3O2)c1 (configuration not stated) | i | i
90 | COc1ccc(C2N(C(=O)N3CCOCC3)CCN2S(=O)(=O)c2ccc(C)cc2)cc1 (configuration not stated) | i | i
91 | Cc1ccc(C23CC4CC(CC(CC(=O)NC(C)(C)CO)(C4)C2)C3)cc1 | i | i
92 | CCOc1ccc(-n2c(COc3ccc(C)cc3)nnc2SCC(N)=O)cc1 | i | i
93 | COCCn1c(SCC(=O)NCc2ccco2)nnc1-c1c[nH]c2ccccc12 | i | i
94 | CCc1cc(C(=O)N2CCCC(C(=O)c3ccc(OC)c(F)c3)C2)n(C)n1 (configuration not stated) | i | i
95 | CN(C(=O)/C(N=Nc1cccc(C(F)(F)F)c1)=C(\O)C(F)(F)F)c1ccccc1 | i | i
96 | CNC(=S)Nc1ccc2[nH]c(=O)[nH]c2c1 | i | i
97 | Cc1ccc(NC2=NC(c3ccc(F)cc3)n3c(nc(C)cc3=O)N2)c(C)c1 (configuration not stated) | i | i
98 | CCCC(C)NC(=O)c1sc2nc3n(c(=O)c2c1C)CCC3 (configuration not stated) | i | i
99 | Cc1csc(NC(=O)C2CCCC2)n1 | i | i
100 | O=C(c1ccc(=O)[nH]n1)N1CCN(S(=O)(=O)c2ccc3ccccc3c2)CC1 | i | i
101 | COc1ccccc1N1CCN(/N=C/C=C/c2ccccc2[N+](=O)[O-])CC1 | i | i
102 | O=C(O)c1ccc(-c2nc(-c3ccc(Cl)c(Cl)c3)cs2)cc1 | i | i
103 | COc1cccc(/C=C/C2=CC(C)(C)NC(=S)N2)c1 | i | i
104 | Cc1cc(-c2ccc(C(C)C)c(S(=O)(=O)Nc3ccccn3)c2)on1 | i | i
105 | CCCCC(CC)C(=O)Nc1ccccc1C#N (configuration not stated) | i | i
106 | CCOC(=O)CSc1nnc(-c2cccnc2)n1C | i | i
107 | CNC(=O)c1ccsc1NC(=O)c1sc2ccccc2c1Cl | i | i
108 | COc1cccc(C(=O)N2CCOCC2)c1 | i | i
109 | O=C(O)CC(NC(=O)CCC1CCCCC1)c1cc([N+](=O)[O-])ccc1Cl (configuration not stated) | i | i
110 | O=C(CC1SC(=NCC2CCCO2)NC1=O)Nc1cc([N+](=O)[O-])ccc1Cl (configuration not stated) | i | i
111 | C#CCOCCOCCOCCNc1nc(N2CCN(C(=O)C([C@@H](C)CC)n3cc(C(N)COC(=O)C(F)(F)F)nn3)CC2)nc(N2CCN(C(=O)[C@H](Cc3ccc(O)cc3)n3cc(C(N)[C@H](C)CC)nn3)CC2)n1 (some centres not stated) | i | i
112 | O=S1(=O)CC2N=C(N(Cc3ccc(F)cc3Cl)c3ccccc3F)SC2C1 (configuration not stated) | i | i
113 | O=C(COC(=O)Cc1ccc(F)cc1)NCc1ccco1 | i | i
114 | COc1ccc(OC)c(NS(=O)(=O)c2ccc(NC(C)=O)cc2)c1 | i | i
115 | Cc1ccc(S(=O)(=O)NC(=O)NCc2ccc(F)cc2)cc1 | i | i
116 | O=C(CSc1nnc(-c2ccccn2)n1Cc1ccccc1)N1CCOCC1 | i | i
117 | Cc1ccc(Cl)cc1NC(=O)C(=O)N1CCCCC1 | i | i
118 | CC1=C(C(N)=O)C(c2ccccc2)n2nc(-c3cccs3)nc2N1 (configuration not stated) | i | i
119 | Cc1ccc(NC(=O)CCNS(=O)(=O)c2ccc3c(c2)oc(=O)n3C)c(C)c1 | i | i
120 | CC(=O)NCCn1c(SCC(=O)c2ccccc2)nc2ccccc2c1=O | i | i

Compound activity (PubChem)
